Myeloid diff 2: promotes myeloid progenitor differentiation; ER-HoxA9 myeloid progenitors, lysozyme-GFP differentiation, flow cytometry; calls only at 10 µM; 1% of 360,000 active; AID 624256;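 active means normalized GFP-positive differentiation at or above the plate's own cutoff, the solvent-only control mean plus 3 SD; inconclusive means no clear call, values can overlap the other calls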;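 further: cells exposed to compound for four days before flow analysis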
UTI89 phage lysis: protection from phage-mediated lysis, alamar blue read-out – E. coli UTI89, K1F phage, bacterial capsule biogenesis inhibitors (AID 488966) | E. coli UTI89 K1F phage lysis, alamar blue, 2 h; higher % means a stronger effect | inhibition, % at 100 µM; hits with a dose series show IC50 in µM | 0.02% of 340,000 active;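 active means phage lysis inhibition, versus mean bacterial control, above a set limit; inconclusive means no clear call, values can overlap the other calls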;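 further: capsule biogenesis inhibitors block K1F phage lysis so surviving cells raise fluorescence; higher fluorescence means more inhibition of phage lysis; actives were called in the ten point dose series up to 300 µM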
PhoP inhibition: inhibitors of PhoP regulon expression, primary screen, Salmonella Typhimurium, GFP reporter (AID 1863); 0.16% of 300,000 active; S. Typhimurium PhoP-regulated promoter GFP reporter, 4 h; higher % means a stronger effect; inhibition, % at 50 µM, or IC50 in µM where a hit was titrated;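 active means inhibition over 29.93%, a cutoff 3 SD above the screen mean, later confirmed by dose response; inconclusive means inhibition over 29.93% but no dose response follow-up; inactive means inhibition at most 29.93% or unconfirmed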;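 further: 0% = low Mg2+ inducing control and 100% = high Mg2+ repressing control; strong numbers were not always called active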
TNAP activation fold: human TNAP enzyme activators, primary screen, biochemical, luminescent, no phosphate acceptor, uHTS (AID 1001); purified TNAP, luminescent activation assay, no phosphate acceptor; higher activation fold means a stronger effect; one-dose activation fold at 20 µM; EC50 in µM for titrated hits; 0.03% of 200,000 active; in the data active means activation fold from about 3, or a potency from the dose series; inactive means the rest, 99 in 100 with activation fold below about 1.6; further: many of its hits are not listed in these tables
NTR1 agonist: agonists of NTR1, primary screen, imaging, U2OS cells, beta-arrestin-GFP, high content (AID 493036). P30989. NTR1-U2OS beta-arrestin-GFP spot imaging, agonist mode. activation, % at 20 µM. 0.17% of 330,000 active;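 active means activation at or above 40% of the spot to cytoplasm intensity ratio, with at least 20 cells analyzed; inconclusive means wells under 20 cells, flagged as cytotoxic or low count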;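 further: 0% = DMSO without peptide and 100% = 100 nM NTR1 peptide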
Target sequence (P30989 whole entry, looked up): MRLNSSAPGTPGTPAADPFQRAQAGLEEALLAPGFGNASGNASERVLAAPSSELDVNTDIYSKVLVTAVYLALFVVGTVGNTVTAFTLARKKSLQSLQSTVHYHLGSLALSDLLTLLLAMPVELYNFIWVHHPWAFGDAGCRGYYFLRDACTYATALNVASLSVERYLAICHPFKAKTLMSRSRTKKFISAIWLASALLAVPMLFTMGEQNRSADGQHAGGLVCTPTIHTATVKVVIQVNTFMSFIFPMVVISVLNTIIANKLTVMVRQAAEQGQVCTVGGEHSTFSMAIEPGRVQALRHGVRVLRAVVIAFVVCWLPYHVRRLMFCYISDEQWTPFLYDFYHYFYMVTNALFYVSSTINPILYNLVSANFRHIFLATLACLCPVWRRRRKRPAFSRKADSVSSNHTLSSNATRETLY
RSV CPE inhibition: inhibition of RSV-induced cytopathic effect – HEp-2 cells, primary 10 µM value included (AID 2391); HEp-2 cells, RSV-induced CPE inhibition; higher % means a stronger effect; CPE inhibition, % at 10 µM, or IC50 in µM where a hit was titrated; 0.13% of 310,000 active; in the data active means a potency from the dose series; inconclusive means CPE inhibition mostly from about 23% at the one dose, without a potency; inactive means the rest, 99 in 100 with CPE inhibition below about 21%; further: strong numbers were not always called active
MgcRacGAP inhibition: MgcRacGAP GTPase-activating activity inhibitors, confirmation, biochemical, ADP Hunter fluorescence | MgcRacGAP-stimulated Rac1 GTP hydrolysis, ADP Hunter fluorescence; higher % means a stronger effect; GST-tagged Rac1 F28L mutant substrate | inhibition, % at 30 µM, or IC50 in µM where a hit was titrated | 0.6% of 340,000 active | AID 624330;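 active means first-screen hits whose inhibition reached a set limit at any dose in the follow-up dose series; inconclusive means inhibition above the set first-screen limit but never retested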;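 further: fluorescence reports GDP produced by GAP-driven GTP hydrolysis; strong numbers were not always called active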
SV40 large T antigen: SV40 large T antigen inhibitors, biochemical (AID 1903). 0.39% of 310,000 active. SV40 large T antigen ATPase/helicase inhibition assay; higher % means a stronger effect. inhibition, % at 20 µM; hits with a dose series show IC50 in µM; in the data active means a potency from the dose series; inconclusive means inhibition mostly from about 32% at the one dose, without a potency; inactive means the rest, 99 in 100 with inhibition below about 32%; further: strong numbers were not always called active
T cell HTS: T cell immune modulators affecting CD8 T cell-vesicle binding; 2C CD8+ T cell-vesicle binding, flow cytometry; active compounds read low; calls only at 7 µM; 0.068% of 330,000 active;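 active means response, share of CD8 T cells binding vesicles, and their 90th percentile fluorescence all below set limits, cut at about 80% in these data, passing the limit was not always enough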
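incubation = binding step 1.5 h, 37 °C, antibody labelling 20 min, ice | test system = 2C mouse CD8+ T cells | read-out basis = percent CD8+ FL2 mean versus row control | controls = Peptide-free naked vesicles (low) and QL9 vesicles with 0.7% DMSO vehicle (high) | detection = flow cytometry of vesicle-bound cells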
T cell HTS vesicle-bound %: second read-out of T cell HTS, no call of its own (marks repeat the call); double positive events, %; measured here: CD8+ vesicle-bound cell fraction;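 binding gate set so that unloaded-vesicle control wells show 10% double positive cells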
NTR1 agonist cell count 20 µM: also measured in NTR1 agonist; calls as there; cell count; measured here: cell count, cytotoxicity flag
Myeloid diff 2 GFP+ MAC1+ %: further read-out of Myeloid diff 2, marked with its call; GFP+ MAC1+ double positive, %; measured here: differentiation confirmed by MAC1 staining
Active calls of the source: *; i = inactive; ? = inconclusive; / = not tested or not shown; + = active, no number; [ ] = remark or other dose. Rows are unselected, and some 2.3% of all compounds hit somewhere here.

A first look, two compounds:
SMILES	Myeloid diff 2	Myeloid diff 2 GFP+ MAC1+ %	UTI89 phage lysis	PhoP inhibition	TNAP activation fold	NTR1 agonist	NTR1 agonist cell count 20 µM	RSV CPE inhibition	MgcRacGAP inhibition	SV40 large T antigen	T cell HTS	T cell HTS vesicle-bound %
Cc1cc(=O)[nH]c(SCCCOc2ccc3c(c2)CCC3)n1	i	0.3	3.5%	-3%	1.1	0.5	69	-0.2%	5%	13%	i	36
CC1=C(C(=O)N2CCCC(N3CCN(c4ccccc4F)CC3)C2)OCCO1 (stereo not given)	i	2.9	-0.2%	0%	/	-1.5	46	1.2%	5%	7%	i	7

The list itself, previewed entries included:
SMILES	Myeloid diff 2	Myeloid diff 2 GFP+ MAC1+ %	UTI89 phage lysis	PhoP inhibition	TNAP activation fold	NTR1 agonist	NTR1 agonist cell count 20 µM	RSV CPE inhibition	MgcRacGAP inhibition	SV40 large T antigen	T cell HTS	T cell HTS vesicle-bound %
Cc1cc(=O)[nH]c(SCCCOc2ccc3c(c2)CCC3)n1	i	0.3	3.5%	-3%	1.1	0.5	69	-0.2%	5%	13%	i	36
CC1=C(C(=O)N2CCCC(N3CCN(c4ccccc4F)CC3)C2)OCCO1 (stereo not given)	i	2.9	-0.2%	0%	/	-1.5	46	1.2%	5%	7%	i	7
CCc1ccc(C2=NN(CCC(=O)NC3CC3)C(=O)CC2)cc1	/	/	/	-4%	1	0.8	41	1.5%	/	14%	i	41
CN(C)c1ccc(-c2nn3c(-c4cccnc4)nnc3s2)cc1	/	/	/	/	1.1	5.7	66	2.5%	/	/	i	27
COCCN(C(=O)CN1CCc2ccccc21)c1c(N)n(Cc2ccccc2)c(=O)[nH]c1=O	i	1.5	0.6%[50 µM]	/	/	1.2	60	-0.1%	0%	/	i	18
CCOC(=O)c1nnc2c(Br)c(-c3ccccc3)nn2c1C	i	1.5	0.5%	-4%	0.9	5.9	84	1.2%	6%	9%	i	22
COC(=O)[C@@H](NCc1cccc(CN([C@H](C(=O)OC)C(C)C)S(C)(=O)=O)c1)C(C)C	i	2.5	-0.8%	-4%	/	1.3	93	-3.3%	1%	8%	i	10
CC(=O)c1ccc(N(C(=O)c2csnn2)C(C(=O)NC(C)(C)C)c2cccs2)cc1 (stereo not given)	i	0.3	-0.3%	-7%	1.1	-0.8	29	1.2%	-2%	-4%	i	48
c1ccc(OCc2nn3c(-c4n[nH]c5c4CCC5)nnc3s2)cc1	i	1.3	0.6%	/	1.1	1.7	64	2.6%	7%	/	i	52
O=C1CCN(Cc2ccccc2)C=C1c1ccc(C(F)(F)F)cc1	i	0.6	0.3%	/	/	1.0	56	/	5%	/	i	5
COc1ccc(N2CCN(C(=O)CCCCCn3c(=O)[nH]c4ccsc4c3=O)CC2)cc1	i	0.0	0.0%	1%	1.2	1.1	61	1.2%	-2%	23%	i	25
Clc1ccccc1-c1nc(N/N=C/c2cccnc2)c2ccccc2n1	i	0.7	1.7%[50 µM]	-1%	1.1	4.3	55	-1.9%	1%	8%	i	52
Cc1ccc(C(=O)C2=C(O)C(=O)N(CC3CCCO3)C2c2ccccc2F)o1 (stereo not given)	i	0.4	0.1%	-4%	/	0.3	49	0.8%	6%	11%	i	24
Cc1ccc(CCN2CCN=C2Nc2ccccc2)cc1	i	1.1	1.7%	/	/	0.4	79	-0.3%	2%	6%	i	32
c1ccc(Cn2nnnc2C(c2cccnc2)N2CCN(c3ccccc3)CC2)cc1 (stereo not given)	i	4.6	1.4%	-2%	1.1	1.2	57	0.9%	3%	3%	i	33
Cc1cc(N/C=C\c2nnnn2-c2ccc(F)cc2)no1	i	0.8	-1.2%	4%	1.1	-0.1	49	1.2%	-6%	6%	i	25
CCOc1[nH]n(-c2ccccc2)c(=O)c1C=Nc1ccccc1	i	0.2	0.1%	7%	1.1	-0.5	81	2.9%	4%	6%	i	62
C/C(=N\NC(=O)c1nnn(-c2nonc2N)c1-c1cccs1)c1ccncc1	i	0.9	0.2%	3%	/	1.5	60	1.1%	7%	/	i	26
CCCCN(C(=O)C1CSC2(C)CCC(=O)N12)c1c(N)n(CC(C)C)c(=O)[nH]c1=O (stereo not given)	i	0.6	0.2%[50 µM]	/	/	-2.2	73	1.0%	3%	/	i	29
Cn1nc(-c2ccccc2)c(N2CCCCC2)cc1=O	i	0.8	-0.3%	-7%	1	1.4	34	0.4%	6%	2%	i	34
Cc1cc(C)c(NC(=O)CNC(=O)c2ccc3c(=O)n4c(nc3c2)CCC4)c(C)c1	i	0.8	0.7%[50 µM]	/	/	-0.3	76	1.5%	2%	/	i	38
O=C(Nc1ccc(Cc2ccncc2)cc1)C1CCC(N2C(=O)C3C4C=CC(C5CC45)C3C2=O)CC1 (stereo not given)	+	4.0*	0.4%	7%	1	1.1	81	13%	-1%	3%	i	21
CC1CCC/C(=N\NC(=S)NCc2ccccc2)C1 (stereo not given)	i	0.4	1.9%	-6%	0.9	2.5	54	0.3%	11%	2%	i	52
COc1ccc(NC(=O)COC(=O)/C=C/c2cnc3ccccc3n2)cc1	i	0.8	0.0%	-6%	1.1	1.4	89	-0.3%	11%	0%	i	50
O=C(Cn1c(=O)n(-c2cccc(Cl)c2)c(=O)n1CC(=O)N1CCCCC1)N1CCCCC1	i	0.7	-0.2%	-9%	1.1	-1.6	42	0.3%	10%	12%	i	62
COC(=O)C/C(C)=N/Nc1ccc(S(=O)(=O)N2CCCC2)cc1[N+](=O)[O-]	i	0.2	0.1%	5%	1.1	1.4	80	2.1%	10%	13%	i	61
Cc1ccc(S(=O)(=O)N(CC(O)CN2C(=O)NC(C)(C)C2=O)c2cccc(C)c2)cc1 (stereo not given)	i	0.1	0.1%	4%	/	0.0	75	1.8%	15%	14%	i	16
O=C(Nc1ccc2c(c1)OCO2)c1cnccn1	i	0.3	1.6%	-8%	1.1	-1.2	35	-0.7%	-1%	3%	i	24
CCCOc1ccc(C(=O)NC(C)C(=O)O)cc1 (stereo not given)	i	0.5	1.8%	-10%	0.9	0.9	67	1.0%	-9%	-2%	i	17
CCS(=O)(=O)c1ccc(O)c(NC(=O)Nc2ccccc2OC)c1	i	0.1	-0.7%	-6%	/	1.0	59	5.0%	21%	13%	i	44
COC(=O)[C@]1(C)N[C@H](CN(C)C(=O)Nc2ccc(C(F)(F)F)cc2)[C@@H]2C(=O)N(C)C(=O)[C@@H]21	i	0.9	0.2%	/	/	-2.5	53	/	11%	/	i	9
Cc1cc(-c2ccccc2)nc(N2CCC(C(=O)NC(C)C)CC2)n1	i	0.6	0.8%	-12%	1.1	0.0	67	3.4%	19%	22%	i	9
O=S(=O)(c1ccc(F)cc1)N1CN(Cc2ccco2)c2nc3ccccc3nc21	i	2.9	3.5%	-24%	1	-0.3	71	7.2%	16%	15%	i	26
O=C(COc1ccc(Br)cc1F)N1CCN(c2ncccn2)CC1	i	0.0	-0.5%	7%	1.1	1.8	93	-0.3%	4%	11%	i	66
CCc1cccc(C)c1NC(=O)C1=C(C(=O)O)CCCC1	i	5.8	6.3%	8%	1.1	0.0	54	0.9%	0%	2%	i	31
COc1ccccc1NC(=S)Nc1cccc2cnccc12	i	0.5	1.4%[50 µM]	16%	1.1	7.1	35	0.7%	12%	12%	i	44
Cc1ccccc1OCCC(=O)Nc1ccc2c(C)cc(=O)oc2c1	/	/	0.2%	-8%	/	0.5	57	1.8%	9%	3%	i	70
O=C1CCc2cc(S(=O)(=O)Nc3ccccc3)ccc2N1	i	0.2	1.0%[50 µM]	/	/	0.2	58	-1.6%	2%	/	i	32
O=C(CSc1nccn(-c2ccc(Br)cc2)c1=O)Nc1ccccc1F	i	0.5	1.1%[50 µM]	-4%	/	-1.0	101	0.0%	7%	29%	i	31
CCOC(=O)/C(C(=O)Nc1ccccc1Cl)=C1/NC(C)(C)Cc2ccccc21	i	4.6	2.5%	6%	1	4.1	64	17%	4%	-1%	i	42
COc1ccccc1CC(=O)Nc1ccc(S(=O)(=O)N2CCOCC2)cc1	i	3.3	-0.2%	-4%	/	4.6	47	1.6%	-5%	4%	i	12
Cc1c(/C=C/C(=O)c2ccc(Cl)s2)cnn1C	i	1.4	-0.2%	5%	1.1	-1.6	57	0.5%	6%	30%	i	23
O=C(O)c1ccc(Cl)cc1Nc1nc2cc(Cl)ccc2o1	i	0.2	-1.1%	1%	/	/	/	?	8%	17%	i	19
CCOC(=O)N1CCN(C(=O)CSc2nnc(-c3cccs3)o2)CC1	i	2.1	4.4%	13%	1.1	1.2	58	-0.1%	3%	-6%	i	60
CCC1C(=O)CC(c2ccccc2)NC1c1ccccc1 (stereo not given)	i	0.1	0.4%	9%	1.1	0.9	61	-0.9%	7%	3%	i	40
COc1ccc(C(=O)NCCS(=O)(=O)NCc2cccnc2)cc1	i	0.4	0.4%[50 µM]	-2%	/	0.3	64	-1.3%	8%	21%	i	22
CC1(/[N+]([O-])=C/c2ccccc2F)CCCCC1=O (stereo not given)	i	0.0	0.0%	-4%	1	-1.4	70	-0.2%	8%	6%	i	56
CCOC(=O)C1CCN(C(=O)C(C)Oc2ccc(C(=O)c3ccccc3)cc2)CC1 (stereo not given)	i	0.3	-0.1%[50 µM]	/	/	-1.8	57	1.4%	-2%	/	i	37
S=C(NCCC(c1ccccc1)c1ccccc1)Nc1cccc(Cl)c1	i	1.7	-0.1%	14%	1.8	4.1	58	-3.1%	12%	5%	i	10
O=C(NCCN1C(=O)S/C(=C\c2ccc(Cl)c([N+](=O)[O-])c2)C1=O)C1=COCCO1	i	0.1	0.5%[50 µM]	-11%	/	13	38	1.5%	2%	10%	i	48
O=c1c2ccccc2nc2n1CCCN2	i	1.4	-2.2%	7%	1.1	-0.9	56	2.8%	-7%	19%	i	52
COc1cc(OC)cc(C(=O)OCC(=O)c2ccc(S(=O)(=O)N3CCCCC3)cc2)c1	i	0.9	0.2%[50 µM]	/	/	-0.6	50	1.6%	3%	/	i	41
COc1ccc(C(C(=O)NC2CCCCC2)N(C(=O)c2ccccn2)c2cccnc2)cc1 (stereo not given)	i	0.9	1.9%	6%	1	-0.9	59	0.4%	-3%	5%	i	31

Screening results as filed in PubChem BioAssay.
